High-throughput results (PubChem)
Measles CPE – protection of cells from measles virus. actives 1.5% (n = 140,000). protection (pct of control), % at 4 µM. AID 841. Measles virus-infected cells, CPE protection, absorbance; in the data active = protection mostly above about 24%, no sharp cut-off; inactive = mostly below about 26%; also: some compounds called inactive have numbers as strong as hits
Yeast growth inh – chemicals that inhibit yeast BB579 growth in restrictive medium (lifespan-shortening candidates). S. cerevisiae BB579 growth, OD615, 48 h. inhibition, % at 10 µM. actives 0.51% (n = 140,000). AID 804;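 active = inhibition above a set limit, 3 SD over the mean compound inhibition, cut at about 44% in these data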; also: inactives centre near -24
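Test system: S. cerevisiae DeaD strain BB579 yeast; Medium: restrictive CSMM-D medium; Compound: one dose, 10 µM compound with 0.25% DMSO; Incubation: 4 h cell preincubation, 48 h compound exposure, 30 °C humidified; Signal: OD at 615 nm; Benchmarks: amphotericin B at 10 µg/mL as positive control.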
GALR2 antag – GALR2 (human) receptor antagonism; AID 828; actives 0.39% (n = 140,000); O43603; inhibition, % at 4 µM; GALR2-expressing cells, antagonist mode; in the data active = inhibition above about 27%;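 also: cells stimulated with galanin 1-16 at roughly its EC80; 0% = agonist challenge control and 100% = basal control without agonist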
Target sequence (O43603 whole entry, looked up): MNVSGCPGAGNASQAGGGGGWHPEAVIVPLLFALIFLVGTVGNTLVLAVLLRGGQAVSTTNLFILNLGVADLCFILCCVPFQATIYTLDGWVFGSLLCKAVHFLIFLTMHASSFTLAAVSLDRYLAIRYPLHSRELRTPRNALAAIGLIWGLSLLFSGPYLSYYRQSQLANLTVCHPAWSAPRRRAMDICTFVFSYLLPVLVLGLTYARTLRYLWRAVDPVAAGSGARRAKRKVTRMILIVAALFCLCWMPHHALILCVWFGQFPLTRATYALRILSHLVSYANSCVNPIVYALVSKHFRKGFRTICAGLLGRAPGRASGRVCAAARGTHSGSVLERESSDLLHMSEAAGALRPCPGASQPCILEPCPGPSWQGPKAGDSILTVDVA
Yeast lifespan up – extends the lifespan of yeast. S. cerevisiae growth with nicotinamide, OD615; deaD strain in restrictive glucose medium. inhibition of the nicotinamide effect, % at 10 µM. actives 0.68% (n = 130,000). AID 775;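 active = inhibition above a set limit, placed 3 SD over the median of all compounds, cut at about 26% in these data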;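 also: 0% = nicotinamide-treated wells and 100% = cells grown without nicotinamide; some compounds called inactive have numbers as strong as hits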
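System: DeaD-strain S. cerevisiae / Buffer or medium: CSMM-D, restrictive glucose (dextrose) synthetic minimal medium / Probe or stimulus: nicotinamide, 1.5 mM, co-present with compound / Compound: one concentration, 10 µM, DMSO 0.25% / Incubation: 48 h compound exposure at 30 °C, humidified / Technique: optical density (absorbance) at 615 nm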
NPY-Y2 antag – NPY-Y2 (human) receptor antagonism; P49146; NPY-Y2 expressing cells, antagonist mode; inhibition, % at 2.7 µM; actives 0.99% (n = 140,000); in the data active = inhibition above about 17%;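 also: 0% = vehicle with agonist challenge and 100% = reference antagonist with challenge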
Target sequence (P49146 whole entry, looked up): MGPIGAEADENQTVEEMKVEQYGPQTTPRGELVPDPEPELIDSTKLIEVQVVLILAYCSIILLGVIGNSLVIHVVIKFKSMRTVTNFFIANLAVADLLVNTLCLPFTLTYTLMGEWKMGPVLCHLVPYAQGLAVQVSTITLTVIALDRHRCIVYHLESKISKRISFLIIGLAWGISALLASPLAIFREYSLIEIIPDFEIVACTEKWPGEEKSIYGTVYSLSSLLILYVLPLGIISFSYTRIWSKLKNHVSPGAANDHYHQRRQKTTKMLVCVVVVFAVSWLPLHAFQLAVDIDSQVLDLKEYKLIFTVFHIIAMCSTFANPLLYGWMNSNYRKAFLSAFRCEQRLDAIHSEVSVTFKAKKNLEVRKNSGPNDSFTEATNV
Phagocytosis inh – macrophage phagocytosis inhibition; J774A.1 macrophage IgG-bead phagocytosis, imaging; inhibition, % at 5 µM; actives 0.07% (n = 110,000); AID 1029;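 active = inhibition above the mean of the plate negative controls plus 5 SD, cut at about 13% in these data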;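 also: phagocytic index as fraction of beads internalized from green versus red external bead signal; plate controls were DMSO negative control for no effect and cytochalasin-D positive control for full effect; some results beyond the cut were filed as inactive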
MRP1 act – MRP-1 activation; H69AR cells + doxorubicin, viability rescue, CellTiter-Glo; viability increase, % at 10 µM; actives 0.61% (n = 140,000); AID 799;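 active = viability gain under doxorubicin at or above a set limit, the compound median plus 3 SD, cut at about 4.7% in these data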;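 also: MRP-1 overexpressing cells given doxorubicin 25 µM after compound pretreatment; 18-22 h compound pretreatment then 72 h with doxorubicin before readout; 0% = doxorubicin-only wells and 100% = vehicle-treated cells without doxorubicin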
E-sel TNF inh – blocks E-selectin expression induced by TNF alpha; actives 0.71% (n = 120,000); inhibition, % at 2 µM; AID 1246; HUVEC TNFa-induced E-selectin immunofluorescence, high content;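 active = inhibition above the batch mean plus 3 SD, and confirmed as a hit on visual image review, cut at about 43% in these data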;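 also: 0% = TNF-stimulated DMSO wells and 100% = unstimulated control wells; not every result past the cut was called active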
bCat KO growth – beta-catenin-lacking colon tumor cell growth suppression. HCT116 beta-catenin knockout viability, CellTiter-Glo, 60 h; hits give low values. viability, % at 10 µM. actives 1.5% (n = 140,000). AID 818;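 active = viability at or under a set limit, the compound median less 4 SD, cut at about 6% in these data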;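 also: 0% = Hyamine 1622 control at 20 µM and 100% = untreated cell control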
HCT116 PTEN-null – growth suppressors of cells with PTEN tumor suppressor deletion; HCT116 PTEN-null viability, CellTiter-Glo, 60 h; hits give low values; viability, % at 10 µM; actives 1.2% (n = 140,000);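 active = viability at or below a set limit, 4 SD under the median of all tested compounds, cut at about 3.7% in these data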;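 also: PTEN knockout HCT116 line with beta catenin targeted HCT116 as companion control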
Starred values were filed as active, the others as inactive; . = not tested or not shown. Compounds were not picked by outcome. About 6.1% of those tested had a hit in this group.

No.	Molecule	Measles CPE	Yeast growth inh	GALR2 antag	Yeast lifespan up	NPY-Y2 antag	Phagocytosis inh	MRP1 act	E-sel TNF inh	bCat KO growth	HCT116 PTEN-null
1	COC(=O)c1cc(=O)n(CCc2ccc(OC)c(OC)c2)c(=Nc2ccc(F)c(Cl)c2)s1	0	-2	8	-10	3	-1	-6.7	.	2.4*	3.7*
2	O=C(Nc1ccc2c(c1)OCO2)C1CC(c2ccc(F)cc2)=NO1 (centres undefined)	6	-39	-11	-6	1	-1	-0.4	26	81	95
3	O=C(COc1ccc([N+](=O)[O-])cc1)N/N=C/c1cc([N+](=O)[O-])ccc1N1CCOCC1	3	-20	-1	-2	0	-2	0.5	.	88	87
4	Cn1c(CN2CCCC2)nc2cc(NS(=O)(=O)c3ccc(Cl)cc3)ccc21	8	25	-5	0	0	-1	-2.6	9	86	82
5	CCCc1nc(N)nc2c1C(=O)CC(C)(C)C2	8	-37	0	-10	1	1	-0.9	-7	104	102
6	CCOC(=O)c1c(C)[nH]c(C(=O)CSc2nnc(CC(C)c3ccccc3)o2)c1C (centres undefined)	13	-90	-7	-3	13	-1	-0.6	-20	46	46
7	O=C(NCc1ccc2c(c1)OCO2)C1CC(=O)N(c2ccc(F)cc2)C1 (centres undefined)	5	15	1	.	3	.	-1.7	21	82	91
8	COc1ccc(C/C(=N\O)c2ccc(OC)cc2)cc1	17	0	6	-8	2	-2	-2.9	3	98	85
9	Cc1ccc(-n2c(Cc3cccs3)nnc2SCC(=O)Nc2ccc(F)c(F)c2)cc1	4	-40	-20	-6	-2	-2	2.0	18	78	80
10	O=S(=O)(NCC1CCCO1)c1ccc2c(c1)OCCO2 (centres undefined)	14	-43	-3	-2	1	1	-0.7	8	102	100
11	O=C(Nc1ncnc2sc3c(c12)CCC3)c1ccco1	10	17	0	-22	1	0	-1.4	1	100	97
12	CCN(CC)C(=O)c1ccc(COc2ccccc2Br)o1	18	-55	14	-25	3	-4	-3.4	.	48	63
13	Nc1nc(Cl)cc(N2CCC(c3cc(-c4ccc(Cl)cc4Cl)n[nH]3)CC2)n1	0	-43	-1	-2	-1	.	-1.1	12	3.2*	4
14	CNC(=O)NC(=O)CSc1nnc(-c2ccco2)n1Cc1ccccc1	1	-25	2	1	2	.	-1.9	.	95	89
15	CCOC(=O)Nc1ccc2c(c1)Nc1ccccc1S2	16	-21	11	-5	-3	-3	-3.3	.	84	76
16	Cc1ccc(CNC(=O)C(NS(=O)(=O)c2ccc3nc(C)sc3c2)C(C)C)cc1 (centres undefined)	8	-22	3	-7	1	0	0.2	.	92	92
17	CCCc1nn2c(=O)c(C(c3ccc(C)cc3)c3c(O)nc4sc(CCC)nn4c3=O)c(O)nc2s1	6	-27	3	-29	0	.	-2.8	22	92	97
18	CC(OC(=O)C1CCC(=O)N1)C(=O)Nc1cc(Cl)cc(Cl)c1 (centres undefined)	2	-44	20	-8	2	-7	2.7	.	82	85
19	CCOc1ccc(-n2c(Cc3cc(=O)[nH]c(=O)[nH]3)nnc2SCC(N)=O)cc1	2	9	-8	-8	1	-1	0.9	.	96	106
20	COc1cc(C(=O)NCCC(=O)NC2CCCCCCC2)cc(OC)c1OC	3	2	4	-15	4	-2	-4.5	.	89	92
21	CC(=C/C(=O)O)/C(=C/c1ccccc1)C(=O)O	11	-3	3	7	3	-12	1.4	.	91	104
22	Cc1nn(C(C)c2n[nH]c(=S)n2-c2ccc(F)cc2)c(C)c1[N+](=O)[O-] (centres undefined)	16	2	2	.	2	.	1.0	-24	101	100
23	CN(C(=O)CSc1ncccc1C(=O)O)c1ccccc1	3	-12	16	-7	1	.	0.6	15	94	96
24	O=C1c2ccccc2C(=O)N1CCc1nc(-c2ccc(Cl)cc2)no1	7	-28	-4	-3	17	0	1.8	7	94	83
25	COC(=O)c1cc(C(=O)OC)cc(S(=O)(=O)Nc2ccc(Cl)c(N)c2)c1	9	-35	-1	-15	1	-1	-2.3	-22	96	103
26	O=C(Cn1ncc2c(=O)oc3ccccc3c21)NCC1COc2ccccc2O1 (centres undefined)	16	-11	4	-9	0	0	-1.4	.	82	97
27	COc1ccc(CSc2nc(C)cc(=O)[nH]2)cc1	8	32	-3	-6	4	1	-3.6	-9	94	91
28	COc1ccc(NC(=O)C(c2ccc(OC)cc2)N(C)C(=O)CC2NC(=O)NC2=O)cc1 (centres undefined)	1	-56	5	0	2	-8	-1.1	-3	105	97
29	Nc1c(-c2ccccc2)cnn1C1CCS(=O)(=O)C1 (centres undefined)	6	-5	0	-4	-2	-1	-1.4	-26	102	107
30	CCCCCc1nnc(NC(=O)C2CCCO2)s1 (centres undefined)	7	-5	-2	-7	1	-1	-0.8	-11	112	96
31	Cc1cc(Br)c(S(=O)(=O)n2nnc3ccccc32)cc1C	6	24	3	-19	3	-1	-1.2	-9	108	93
32	Cc1nc2ccc3nc(NC(=O)c4ccc(S(=O)(=O)N5CCOCC5)cc4)sc3c2s1	5	-13	-6	-4	2	.	-4.0	-14	78	66
33	O=C(c1cccc(F)c1)N1CCN(C(=O)c2cc(-c3ccc(Cl)cc3Cl)on2)CC1	3	-27	11	-3	3	0	-0.4	-6	77	73
34	COc1cc(C)c(Br)cc1S(=O)(=O)N1CCCC1	30*	11	-3	-3	2	6	-1.8	6	93	91
35	COc1ccc(S(=O)(=O)N2CCC(NC(=O)Nc3ccc(C)cc3)CC2)cc1	25	-13	-9	-4	0	.	-1.4	-12	88	95
36	COc1cnc(SCc2ccc(Cl)cc2)nc1Cl	3	-29	11	-13	6	.	-0.9	.	87	94
37	CN(C)c1cc(-c2ccccc2)nc(N)n1	5	11	.	-11	.	0	-5.1	.	55	48
38	COc1cccc(N2CCN(C(=O)CCn3c(=S)[nH]c4cc5c(cc4c3=O)OCO5)CC2)c1	1	-25	1	-6	2	.	-1.1	.	87	92
39	COc1ccc(C2/C(=C(\O)c3cccc(OC)c3)C(=O)C(=O)N2c2ccccn2)cc1 (centres undefined)	41	-5	-1	11	1	.	-4.1	-36	100	92
40	Cc1ccn2c(-c3n[nH]c(=S)n3Cc3ccccc3)c(C)nc2c1	3	-40	-18	6	3	-1	-1.2	2	97	97
41	O=C(Cn1nnc(-c2cccc(C(F)(F)F)c2)n1)NC(=O)NCc1ccco1	4	-13	-8	-3	21*	0	-1.5	-8	96	92
42	CCOC(CCNC(=O)c1cn(-c2cccc(C)n2)cn1)OCC	34*	-18	11	-16	0	3	-1.8	19	95	99
43	CCOC(=O)C1=C(C)N=C2c3ccccc3C(=O)C2C1c1ccc(Cl)cc1 (centres undefined)	5	7	0	-9	-3	.	-3.0	-46	67	47
44	CNC(=O)/C=C/c1cccc(C(F)(F)F)c1	53*	5	6	-9	0	-7	1.7	.	90	98
45	O=C1CCc2cc(S(=O)(=O)N3CCCC3C(=O)NC3CCCCCCC3)ccc2N1 (centres undefined)	6	17	5	-7	1	0	0.1	.	89	82
46	Cn1c(Cn2c(=O)sc3ccccc32)nnc1SCC(=O)NCc1ccccc1Cl	12	-46	11	-2	0	.	-1.4	40	93	86
47	Cc1ccc(-c2nnn(CC(=O)NC3CC4CCC3C4)n2)cc1 (centres undefined)	11	-43	-4	-7	3	0	1.0	-6	88	91
48	O=C(COC(=O)c1ccccc1NC(=O)C1CC1)c1ccc2c(c1)OCCO2	10	3	-13	-7	6	-6	2.2	.	84	94
49	COc1cccc(C(=O)N2CCN=C2SCc2cccnc2)c1OC	9	0	-1	-2	8	0	1.0	-10	108	97
50	CC(/C=N/NC(=O)Cn1cnc2c1c(=O)n(C)c(=O)n2C)=C\c1ccccc1	6	-70	-20	2	1	-2	-2.2	-8	77	91
51	Cn1c(=O)c2c(nc(N3CCCCCC3)n2CC(=O)c2ccccc2)n(C)c1=O	1	-19	-2	-9	7	0	-4.3	14	92	100
52	Cc1ccc(C(=O)Oc2ccccc2N2C(=O)C3C4CCC(C4)C3C2=O)cc1 (centres undefined)	4	-34	-3	8	1	-2	-1.2	.	95	97
53	Cn1c(SC2CCCCC2=O)nnc1-c1ccncc1 (centres undefined)	13	-31	10	-22	1	.	1.2	.	98	97
54	CC(C)Cn1cc(C(=O)NCCCN2CCCC2=O)c2c3ccccc3n(C)c2c1=O	7	-40	23	-26	3	0	-2.9	-28	93	90
55	CCCCn1c(=N)n(CC(O)COc2ccc(C)cc2)c2ccccc21 (centres undefined)	8	-5	9	-4	47*	-1	-4.5	6	2.0*	1.7*

Sorted by length of the SMILES (lowest first): 3 of the compounds above
No.	Molecule	Measles CPE	Yeast growth inh	GALR2 antag	Yeast lifespan up	NPY-Y2 antag	Phagocytosis inh	MRP1 act	E-sel TNF inh	bCat KO growth	HCT116 PTEN-null
53	Cn1c(SC2CCCCC2=O)nnc1-c1ccncc1 (centres undefined)	13	-31	10	-22	1	.	1.2	.	98	97
51	Cn1c(=O)c2c(nc(N3CCCCCC3)n2CC(=O)c2ccccc2)n(C)c1=O	1	-19	-2	-9	7	0	-4.3	14	92	100
50	CC(/C=N/NC(=O)Cn1cnc2c1c(=O)n(C)c(=O)n2C)=C\c1ccccc1	6	-70	-20	2	1	-2	-2.2	-8	77	91
